Screens deposited in PubChem BioAssay by several laboratories.
Mtb FBA inh: Mtb fructose-bisphosphate aldolase inhibition; actives 2.3% (n = 360,000); AID 588726; purified M. tuberculosis FBA, fluorescence read-out; P9WQA3; inhibition, % at 1 µM; in the data active = inhibition above about 27%;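 also: 0% = vehicle and 100% = reference inhibitor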
Target sequence (P9WQA3 whole entry, looked up): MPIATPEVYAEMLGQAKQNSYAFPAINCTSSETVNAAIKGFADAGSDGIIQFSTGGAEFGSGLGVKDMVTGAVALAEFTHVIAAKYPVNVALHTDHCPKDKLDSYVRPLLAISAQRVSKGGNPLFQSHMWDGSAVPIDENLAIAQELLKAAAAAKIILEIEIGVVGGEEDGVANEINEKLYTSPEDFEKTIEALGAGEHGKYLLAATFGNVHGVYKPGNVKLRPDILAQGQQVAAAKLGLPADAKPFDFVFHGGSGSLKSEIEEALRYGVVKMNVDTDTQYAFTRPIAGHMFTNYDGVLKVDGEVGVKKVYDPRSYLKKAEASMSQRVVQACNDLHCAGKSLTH
MazEF act: increases E. coli MazEF RNase cleavage of RNA | FAM/BHQ RNA-DNA oligo cleavage fluorescence, 5 h | AID 504720 | actives 0.32% (n = 350,000) | P0AE70 | activation, % at 20 µM; in the data active = activation above about 50%
Target sequence (P0AE70 whole entry, looked up): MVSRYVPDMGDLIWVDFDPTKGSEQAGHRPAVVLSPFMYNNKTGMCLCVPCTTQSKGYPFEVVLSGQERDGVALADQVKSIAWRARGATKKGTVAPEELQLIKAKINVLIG
GDH-TPI counter: inhibits GDH-TPI coupling enzymes, artifact for Mtb FBA screen | GDH-TPI coupled enzyme counterscreen, NADH absorbance | inhibition, % at 4.8 µM | actives 1.2% (n = 360,000) | AID 588335;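 also: 0% = DMSO wells and 100% = wells lacking the enzyme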
VHR inh abs: DUSP3 (human) phosphatase inhibition. P51452. recombinant VHR phosphatase, pNPP absorbance. inhibition, % at 13.3 µM. actives 0.52% (n = 290,000); in the data active = inhibition above about 50%; also: some compounds called inactive have numbers as strong as hits
FadD28 FP inh: M. tuberculosis FadD28 bisubstrate binding inhibition | FadD28 bisubstrate probe binding, fluorescence polarization | inhibition, % at 12.5 µM | actives 0.22% (n = 360,000) | AID 588549; in the data active = inhibition above about 8.5%, passing the limit was not always enough; inconclusive = no clear call, values can overlap the other calls
CCHFV vOTU inh: blocks the CCHF virus ovarian tumor domain protease; CCHFV vOTU protease, Pep-AMC fluorescence; inhibition, % at 11.5 µM; actives 0.55% (n = 370,000); also: 0% = vehicle wells with enzyme and 100% = no enzyme wells
Mtb UGM inh: inhibitors of M. tuberculosis UDP-galactopyranose mutase; purified UGM, fluorescence polarization probe displacement; actives 0.06% (n = 320,000); inhibition, % at 10 µM; AID 504406; in the data active = inhibition above about 10%, passing the limit was not always enough; inconclusive = no clear call, values can overlap the other calls
Target sequence (P9WIQ1 whole entry, looked up): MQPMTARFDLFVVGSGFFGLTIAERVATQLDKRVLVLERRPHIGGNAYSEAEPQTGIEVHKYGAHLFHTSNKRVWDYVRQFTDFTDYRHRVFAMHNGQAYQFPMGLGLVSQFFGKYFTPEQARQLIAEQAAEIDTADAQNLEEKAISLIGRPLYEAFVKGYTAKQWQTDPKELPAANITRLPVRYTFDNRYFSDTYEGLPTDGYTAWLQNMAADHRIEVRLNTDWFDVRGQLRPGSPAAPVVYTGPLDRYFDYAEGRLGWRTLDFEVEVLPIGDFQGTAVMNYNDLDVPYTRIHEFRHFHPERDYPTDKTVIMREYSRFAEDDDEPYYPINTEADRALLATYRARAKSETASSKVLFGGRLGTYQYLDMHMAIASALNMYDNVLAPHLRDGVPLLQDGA
Mtb BioA inh: inhibitors of Mycobacterium tuberculosis BioA enzyme; purified M. tuberculosis BioA enzyme, plate reader; inhibition, % at 9.99 µM; actives 0.096% (n = 360,000); AID 602481; in the data active = inhibition above about 40%; inconclusive = no clear call, values can overlap the other calls
BoNT-F LC inh: inhibitors of Botulinum neurotoxin F light chain protease; Multiplex microsphere protease cleavage assay, flow cytometry; actives 0.22% (n = 360,000); AID 588497; inhibition, % at 10 µM; in the data active = inhibition above about 35%, passing the limit was not always enough; inconclusive = no clear call, values can overlap the other calls; also: plate controls were buffer without enzyme for full effect and enzyme alone for no effect
Rv3671c protease: inhibits the M. tuberculosis serine protease Rv3671c | inhibition, % at 5.96 µM | actives 0.048% (n = 320,000) | AID 2606 | P9WHR9; in the data active = inhibition above about 38%;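 also: extracellular domain of Rv3671c used as enzyme; 0% = enzyme with DMSO and 100% = no enzyme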
* hit, by the source's call; ? = inconclusive; / = not tested or not shown. Rule as the data show it, unless noted: active = inhibition above about 30%; inactive = the rest.

SMILES	Mtb FBA inh	MazEF act	GDH-TPI counter	VHR inh abs	FadD28 FP inh	CCHFV vOTU inh	Mtb UGM inh	Mtb BioA inh	BoNT-F LC inh	Rv3671c protease
CCOc1ccc2c(c1)/C(=C(\C(Cl)=C(Cl)Cl)[N+](=O)[O-])N2	3	-17	13	20	-1.7	-1	-4.4	/	-2	-2
COc1ccc(C2(C(=O)NCCCN3CCOCC3)CCOCC2)cc1	2	3	8	0	-0.3	4	-0.3	/	3	15
CC1CSc2nnc(CCc3ccccc3)n21 (stereo not drawn)	2	2	-2	4	0.6	-6	-0.7	-0.2	-12	5
O=C(CCCOc1ccc(Cl)cc1Cl)N/N=C/c1ccccc1O	6	13	8	18	-3.4	-4	-0.7	/	-1	3
COc1ccc(N2C(=O)CC(Nc3ccc(F)cc3)C2=O)c([N+](=O)[O-])c1 (stereo not drawn)	0	15	1	-10	-0.3	12	-0.9	5.7	-3	7
COc1ccc(CNC(=O)CSc2ncn[nH]2)cc1OC	5	-10	2	-7	-2.6	2	3.8	-2.8	-3	-4
O=C(O)C1CCN(C(=O)c2ccc(Cl)cc2)CC1	-1	0	-2	21	-3.7	1	-0.5	-0.6	1	-1
CCn1c(SCC(=O)Nc2ccccc2)nc2nc3c(cc2c1=O)COC(C)(C)C3	/	5	/	12	/	-11	-2.0	/	/	3
Cc1ccc(-c2nc(=S)c3c(n2CC2CCCO2)CC(C)(C)OC3)cc1 (stereo not drawn)	-1	-7	18	41	-1.4	12	/	-0.8	-8	-3
COc1ccc(-c2nc(C#N)c(N3CC(C)OC(C)C3)o2)cc1OC (stereo not drawn)	61*	3	6	4	-0.7	-25	0.8	0.2	18	1
Cc1nn(-c2ccccc2)c(N)c1Sc1ccc([N+](=O)[O-])cc1	-3	4	17	6	-3.4	-3	0.2	/	-13	-6
COc1ccc2c(c1OC)C(=O)OC2CC(=O)c1ccc(O)c(O)c1 (stereo not drawn)	-2	4	15	12	-0.4	-1	-0.1	0.2	5	2
O=c1oc2ccccc2nc1/C=C(O)/C=C\c1ccccc1	-1	-9	10	-13	-1.1	5	-0.9	/	-6	2
C=C1CN(Cc2ccccc2)S(=O)(=O)c2ccccc21	-2	4	3	34	-7.0	11	1.8	0.1	-3	3
O=C(NC1(C(F)(F)F)NC(=O)N(Cc2ccccc2)C1=O)c1cccnc1 (stereo not drawn)	3	1	-8	12	-3.3	-5	0.5	-0.2	-1	6
CC(=O)C(Cc1ccccc1)NC(=O)COc1ccc2c(c1)OCO2 (stereo not drawn)	-3	-1	1	/	-2.9	-4	0.3	/	1	-3
Nc1cc2nc3ccccc3nc2cc1N	4	-116	1	5	-1.6	11	4.5	-1.7	-6	7
COC(=O)C(Cc1ccc(OC(=O)c2ccc(Cl)cc2)cc1)N1Cc2ccccc2C1=O (stereo not drawn)	-2	6	7	16	-0.7	9	1.7	1.2	-4	-5
COc1ccc(S(=O)(=O)N2CCOC2CNC(=O)C(=O)NCCc2c[nH]c3ccccc23)cc1 (stereo not drawn)	4	-6	4	0	-1.1	-7	0.6	-1.9	-6	3
O=Cc1c(F)cccc1N1CCCC1	-2	4	2	18	-2.6	-1	0.9	-1.3	-6	2
COc1ccc(-c2nnc(SCC(=O)Nc3nncs3)o2)cc1	7	8	-2	20	-3.4	0	-0.4	-0.5	0	0
CCOC(=O)N1CCN(S(=O)(=O)Cc2ccccc2)CC1	4	5	3	23	-2.4	-1	4.9	-0.5	?	-2
CC1CCN(S(=O)(=O)c2cccc(C(=O)Nc3nncs3)c2)CC1	2	3	-7	11	1.4	-2	-0.5	0.7	-1	-5
C=CCn1c(C)c(C(=O)OCC)c2cc(O)c3ccccc3c21	-2	10	3	21	/	-1	-0.1	0.6	-19	/
CCOc1cc(/C=N/NC(=O)CN2CCOCC2)ccc1OCc1ccc(Cl)cc1	1	4	20	-8	1.0	0	2.0	-0.4	19	-4
SMILES	Mtb FBA inh	MazEF act	GDH-TPI counter	VHR inh abs	FadD28 FP inh	CCHFV vOTU inh	Mtb UGM inh	Mtb BioA inh	BoNT-F LC inh	Rv3671c protease
Cc1ccc(CCN2CC(C(=O)NCc3ccc4c(c3)OCO4)CC2=O)cc1 (stereo not drawn)	1	8	7	-18	-2.3	-5	0.5	-0.8	-3	5
O=C(CCl)N1c2ccccc2Sc2ccc3ccccc3c21	0	-1	2	/	-6.5	/	/	0.6	0	/
CS(=O)(=O)N1CCC(Oc2cccc(C(=O)NCCCOc3cccnc3)c2)CC1	-1	-2	-1	19	-3.5	12	-0.9	2.1	-3	1
CCS(=O)(=O)Nc1ccc2[nH]c(=O)[nH]c2c1	2	3	6	15	-0.8	-6	1.1	/	-3	3
Cc1ccc(NC(=O)CSc2nc(=O)n(CCCN3CCOCC3)c3c2CCCC3)c(C)c1	0	2	5	/	-0.5	5	-4.4	1.7	2	5
CCCS(=O)(=O)N1CCN(Cc2ccccc2C(F)(F)F)CC1	1	-2	9	8	-1.4	-5	1.2	/	2	2
NC(=O)N/N=C/c1cn(-c2ccccc2)nc1-c1cccs1	-1	21	10	-17	-8.3	17	0.6	/	-4	3
CCOc1ccccc1N1CC(C(=O)NNC(=O)c2ccc(F)cc2)CC1=O (stereo not drawn)	4	6	-3	/	-2.3	-8	-5.3	-0.5	3	5
O=C(Nc1ccc2oc(-c3ccccc3)nc2c1)c1cccs1	0	-1	2	4	-4.0	1	0.9	0.9	7	-19
CC(C)c1ccc(C(=O)N2CCCC(c3cc(C(=O)Nc4ccccc4Cl)no3)C2)cc1 (stereo not drawn)	1	/	7	/	-0.4	19	/	0.3	3	/
Clc1ccc(SCNc2ccccc2Cl)cc1	4	1	-2	7	-1.1	-17	-0.5	-1.5	?	-5
COc1cc2nc(N(CCN(C)C)C(=O)c3ccc4ccccc4c3)sc2cc1OC	6	-1	10	-7	0.9	/	-0.5	-1.2	9	-4
O=C(/C=C/Nc1cccc(F)c1)c1ccco1	1	-10	6	-4	-1.7	2	-1.1	-0.5	-11	-3
COc1ccc(-n2cc(CNCCCN3CCCC3=O)c(-c3ccccc3Cl)n2)cc1	-1	10	2	13	-1.8	3	0.4	/	-5	0
COc1ccc(C(=O)C(CO)Oc2ccccc2OC)cc1OC (stereo not drawn)	-1	3	18	29	-0.3	-7	3.0	/	-9	0
CCOc1ccccc1OCCCC(=O)NC1CCCc2ccccc21 (stereo not drawn)	0	-2	16	0	-0.8	1	-3.1	-2.0	-10	1
COc1ccc(S(=O)(=O)N2CCC(C(=O)NCCC(=O)NC3CC3)CC2)cc1	3	9	2	20	-2.5	-7	1.8	-0.3	4	-2
O=C(c1ccc(Cl)cc1Cl)c1ncc(C(F)(F)F)cc1Cl	-9	-3	-6	8	-2.0	-3	-0.5	/	0	4
CC(C(=O)Nc1ccc2[nH]c(=O)[nH]c2c1)N1CCN(Cc2ccc3c(c2)OCO3)CC1 (stereo not drawn)	-5	2	-1	/	-3.5	4	-1.9	-1.5	-1	2
Cc1cc(-c2nnc3n2N=C(c2ccccc2)CS3)n[nH]1	2	0	-1	4	-2.2	7	3.7	-0.1	-5	-1
CC(C)Sc1nc2ccccc2[nH]1	1	3	0	30	-1.8	3	-4.9	/	6	5
COC(=O)c1sccc1-n1cccc1C(=O)C(=O)N1CCCC1	4	-1	10	24	0.9	0	-1.1	/	6	-2
COC(=O)COc1ccc(S(=O)(=O)NCC2CCCO2)cc1Cl (stereo not drawn)	1	-1	10	36	-4.5	8	-2.1	-0.5	-1	0
COC(=O)c1cc(C(=O)N2CCN(C(=O)c3ccco3)CC2)cc([N+](=O)[O-])c1	1	-1	-4	8	-2.2	15	-3.2	2.9	-5	1
CN(C)S(=O)(=O)c1ccc(C(=O)NCc2nc3ccccc3s2)cc1	-7	4	-7	-37	-4.1	6	-1.8	1.9	4	-1
SMILES	Mtb FBA inh	MazEF act	GDH-TPI counter	VHR inh abs	FadD28 FP inh	CCHFV vOTU inh	Mtb UGM inh	Mtb BioA inh	BoNT-F LC inh	Rv3671c protease
O=C1NC2(CCCCC2)N(C(=O)c2ccccc2)C2=C1CCCC2	0	0	3	33	-1.0	-3	1.4	/	-2	3
Clc1ccccc1-c1ccc2nccn2c1	0	/	0	/	-3.7	10	/	6.4	4	/
c1cc2c(cc1NC1CCCCCC1)OCO2	-1	14	3	4	-0.2	9	-1.6	-3.0	?	-5
CCN(CC)C(=O)C(=O)c1cccn1-c1c(Cl)cccc1C#N	-2	-7	6	22	-0.7	6	-1.7	/	-7	2
NC(=O)c1cccc(Nc2nc(C(N)C3CCCCC3)cs2)n1 (stereo not drawn)	5	/	1	/	-1.6	-7	/	-3.0	-6	/
Cc1ccc2c(CN3CCCCC3C)cc(=O)oc2c1 (stereo not drawn)	0	4	0	-1	0.3	-3	-3.8	/	-6	7
CCc1ccc(CN(C)C(=O)CCc2nnc(CCc3ccccc3OC)o2)nc1	3	0	2	6	-0.7	8	4.8	-1.2	-8	4
CCOC(=O)/C=C1\SCC(=O)N1CC(=O)Nc1cc(S(=O)(=O)N(C)C)ccc1C	-1	-2	0	/	0.2	-4	-0.3	-0.3	8	0
CC1CC1C(=O)N1CCN(S(=O)(=O)c2cc(C(F)(F)F)cc(C(F)(F)F)c2)CC1 (stereo not drawn)	-3	-5	0	/	-1.4	30*	0.0	-1.3	-4	-18
CC(NC(=O)COC(=O)c1cccnc1Cl)C12CC3CC(CC(C3)C1)C2 (stereo not drawn)	2	-4	4	/	-0.9	14	-0.2	-1.4	0	-6
Cn1c(=O)c2c(nc(NCCCO)n2C/C=C/c2ccccc2)n(C)c1=O	1	-4	4	18	-1.2	-1	0.9	12	-7	4

Arranged by molecular weight (falling): some entries from above.
SMILES	Mtb FBA inh	MazEF act	GDH-TPI counter	VHR inh abs	FadD28 FP inh	CCHFV vOTU inh	Mtb UGM inh	Mtb BioA inh	BoNT-F LC inh	Rv3671c protease
CC(C)c1ccc(C(=O)N2CCCC(c3cc(C(=O)Nc4ccccc4Cl)no3)C2)cc1 (stereo not drawn)	1	/	7	/	-0.4	19	/	0.3	3	/
COc1cc2nc(N(CCN(C)C)C(=O)c3ccc4ccccc4c3)sc2cc1OC	6	-1	10	-7	0.9	/	-0.5	-1.2	9	-4
CC(NC(=O)COC(=O)c1cccnc1Cl)C12CC3CC(CC(C3)C1)C2 (stereo not drawn)	2	-4	4	/	-0.9	14	-0.2	-1.4	0	-6
Cc1ccc(-c2nc(=S)c3c(n2CC2CCCO2)CC(C)(C)OC3)cc1 (stereo not drawn)	-1	-7	18	41	-1.4	12	/	-0.8	-8	-3
Cc1ccc2c(CN3CCCCC3C)cc(=O)oc2c1 (stereo not drawn)	0	4	0	-1	0.3	-3	-3.8	/	-6	7

Some entries already given, reduced to GDH-TPI counter and MazEF act:
compound,GDH-TPI counter,MazEF act
CC1CC1C(=O)N1CCN(S(=O)(=O)c2cc(C(F)(F)F)cc(C(F)(F)F)c2)CC1 (stereo not drawn),0,-5
CC(NC(=O)COC(=O)c1cccnc1Cl)C12CC3CC(CC(C3)C1)C2 (stereo not drawn),4,-4
Cn1c(=O)c2c(nc(NCCCO)n2C/C=C/c2ccccc2)n(C)c1=O,4,-4

Random draw from the library. Share with any hit: about 4.9%.
